TWEAK Fn14 block = inhibitors of TWEAK-Fn14 interaction signaling; TWEAK-stimulated Fn14 reporter cells, luciferase luminescence, 8 h; inhibition, % at 10 µM; hit rate 2% among 360,000; in the data active means inhibition above about 50%
MITF TRPM1 inh = MITF TRPM1 promoter inhibition in SK-MEL-5 cells; SK-MEL-5 TRPM1 promoter luciferase, 24 h; inhibition, % at 12.5 µM; hit rate 0.83% among 330,000; AID 488899;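 active means mean inhibition across replicates of 60% or more, whatever share of single replicates reaches that level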; further: values of inactives mirror those of a sister screen read the other way
aDG glyco act = increases alpha dystroglycan glycosylation | activation, % at 10 µM | AID 624168 | Pro5-aDG cells, alpha-DG glycosylation AlphaScreen (IIH6); 0% Pro5, 100% B10-LARGE cell signal | hit rate 0.22% among 360,000;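 active means activation of at least 8% versus controls, or a plate z-score of at least 8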;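 further: Pro5 are CHO cells carrying HIG-tagged alpha-DG that lacks glycosylation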
CF NFkB inh = inhibitors of cystic fibrosis induced NF-kB; KKLEB NF-kB-GFP reporter, PAF-induced, GFP fluorescence overnight; AID 588850; inhibition, % at 5 µM; hit rate 0.86% among 360,000;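 active means at least 50% inhibition at 5 µM, scaled per plate between neutral and stimulator controls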;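 further: PAF is a Pseudomonas aeruginosa culture filtrate used as stimulus; plate controls were PAF-stimulated DMSO wells for no effect and unstimulated DMSO wells for full effect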
NR2E3 ag-1 = human photoreceptor-specific nuclear receptor agonism | CHO-S Gal4-NCOR/VP16-NR2E3 two-hybrid, luciferase | inhibition of corepressor binding, % at 3.98 µM | hit rate 0.35% among 360,000 | AID 602229;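 active means inhibition above the mean of all tested compounds plus 3 SD, cut at about 70% in these data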;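 further: 0% = DMSO with NR2E3 transfected cells and 100% = cells lacking NR2E3 construct; higher means lower luciferase signal from less NR2E3 corepressor binding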
Target sequence (Q9Y5X4 whole entry, looked up, the tested form may be a part): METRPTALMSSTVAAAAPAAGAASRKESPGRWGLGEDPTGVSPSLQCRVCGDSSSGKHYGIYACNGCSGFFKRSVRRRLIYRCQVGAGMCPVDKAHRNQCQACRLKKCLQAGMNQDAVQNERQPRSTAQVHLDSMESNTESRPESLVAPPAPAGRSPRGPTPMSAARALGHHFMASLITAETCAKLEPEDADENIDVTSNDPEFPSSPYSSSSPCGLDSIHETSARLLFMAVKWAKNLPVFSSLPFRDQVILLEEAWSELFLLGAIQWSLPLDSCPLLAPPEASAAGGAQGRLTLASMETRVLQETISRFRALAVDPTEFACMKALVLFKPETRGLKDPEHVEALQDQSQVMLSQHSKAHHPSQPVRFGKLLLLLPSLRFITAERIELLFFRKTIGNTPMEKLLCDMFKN
KKLEB tox = reduces viability of KKLEB cystic fibrosis airway cells; KKLEB CF airway cells viability, ATPlite luminescence, overnight; stronger effect = lower value; cells stimulated with P. aeruginosa culture filtrate; activity change (cytotoxicity), % at 5 µM; hit rate 0.36% among 360,000;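 active means corrected activity change at or below -50% at 5 µM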
NR2E3 ag-2 = activates human photoreceptor nuclear receptor NR2E3; GST-NR2E3/biotin-RetCOR TR-FRET, 1536-well; inhibition of corepressor binding, % at 4.78 µM; hit rate 0.12% among 320,000; AID 2300;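 active means percent inhibition above the cutoff of mean plus 3 SD of all tested compounds, set per screening campaign, cut at about 20% in these data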;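 further: 0% = DMSO wells and 100% = biotin wells as full block of FRET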
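System: GST-tagged NR2E3 plus biotinylated RetCOR corepressor; Buffer or medium: pH 7.5 Tris-based buffer; Probe or stimulus: RetCOR corepressor, biotinylated, 7 nM; Doses: compound at 4.8 µM, single dose; Schedule: 5 h incubation at 4 °C; Technique: time-resolved FRET; Evaluation: percent inhibition of TR-FRET ratio; Replication: one well per compound, singlicate testing.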
Peg3 prom inh = Peg3 promoter activity inhibition | hit rate 1.7% among 360,000 | HeLa PEG-Prom luciferase reporter, luminescence, overnight | inhibition, % at 20 µM | AID 588405;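 active means inhibition of at least 50% at 20 µM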
Shn3 3UTR inh = Schnurri-3 reporter inhibition in Clone20 osteoblasts; Clone20 osteoblast Shn3 3'UTR firefly luciferase, 24 h; inhibition, % at 12.5 µM; hit rate 0.52% among 360,000; AID 588674;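 active means mean inhibition of at least 75% with every replicate also reaching 75%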;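 further: 0% = median of neutral control wells and 100% = pilot-screen positive control compound; some compounds past the cut are filed as inactive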
HIF-2a block = HIF-2a inhibition. 786-0 RCC cells HIF-2a reporter, luciferase luminescence, overnight. inhibition, % at 18.8 µM. hit rate 0.72% among 360,000. AID 624352;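 active means inhibition of the luminescence signal of 40% or more relative to plate controls, in a single-dose primary screen at 18.75 µM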
hiPSC survival = increases survival of single human iPS cells; survival enhancement, % at 20 µM; hit rate 0.044% among 360,000; hiPSC single-cell survival, ATPlite luminescence; 100% = ROCK inhibitor wells, 0% = DMSO; AID 602274; in the data active means survival enhancement above about 18%;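 further: cells exposed to compounds for 16 hours before the ATP read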
* hit, by the source's call.

Screening Nc1nc2c(-c3ccc(Br)cc3)nnn2c2ccccc12 returned TWEAK Fn14 block 25, MITF TRPM1 inh -38, aDG glyco act 0.2, CF NFkB inh -12, NR2E3 ag-1 -154, KKLEB tox -13, NR2E3 ag-2 2, Peg3 prom inh -222, Shn3 3UTR inh -76, HIF-2a block -297 and hiPSC survival -0.7.
Screening Cc1cccc(C)c1NC(=O)CNC(=O)C(C)NC(C)c1ccccc1Br (centres undefined) returned TWEAK Fn14 block -4, MITF TRPM1 inh 5, aDG glyco act 0.1, CF NFkB inh 22, NR2E3 ag-1 -7, KKLEB tox 12, NR2E3 ag-2 0, Peg3 prom inh 16, Shn3 3UTR inh -14, HIF-2a block 4 and hiPSC survival -0.5.
COc1cc(NC(=O)Cn2cnc3c(NCc4ccccc4)ncnc32)cc(OC)c1OC was read as TWEAK Fn14 block -23, MITF TRPM1 inh -1, aDG glyco act 0.3, CF NFkB inh 11, NR2E3 ag-1 -2, KKLEB tox -19, Peg3 prom inh -5, Shn3 3UTR inh -1, HIF-2a block 11 and hiPSC survival 10.
CCc1ccc(N2C(=O)c3ccc4c5c(ccc(c35)C2=O)CC4)cc1 was read as TWEAK Fn14 block -35, MITF TRPM1 inh -9, aDG glyco act -0.1, CF NFkB inh -22, NR2E3 ag-1 -42, KKLEB tox 12, NR2E3 ag-2 3, Peg3 prom inh -21, Shn3 3UTR inh -13, HIF-2a block -32 and hiPSC survival -1.6.
Screening O=C(Nc1c2c(nc3ccccc13)CCCC2)c1cccc([N+](=O)[O-])c1 returned TWEAK Fn14 block 22, MITF TRPM1 inh 3, aDG glyco act -0.1, CF NFkB inh -6, NR2E3 ag-1 -22, KKLEB tox -25, NR2E3 ag-2 2, Peg3 prom inh 18, Shn3 3UTR inh -17, HIF-2a block 29 and hiPSC survival -0.8.
For CC(C)c1ccc(-c2csc(NC(=O)c3cccs3)c2C(=O)O)cc1 the results were TWEAK Fn14 block 38, MITF TRPM1 inh -19, aDG glyco act 0.3, CF NFkB inh -8, NR2E3 ag-1 49, KKLEB tox 7, NR2E3 ag-2 0, Peg3 prom inh -101, Shn3 3UTR inh -9, HIF-2a block -171 and hiPSC survival -0.4.
`Cc1noc(C)c1CSCC(=O)NCCN1C(=O)S/C(=C\c2ccccc2F)C1=O` gave TWEAK Fn14 block -12, MITF TRPM1 inh 6, aDG glyco act 0.1, CF NFkB inh -20, NR2E3 ag-1 1, KKLEB tox 10, NR2E3 ag-2 2, Peg3 prom inh -39, Shn3 3UTR inh -4, HIF-2a block -11 and hiPSC survival -0.6.
Screening CCC(CC)C(=O)Nc1cc(C(=O)OC)cc(C(=O)OC)c1 returned TWEAK Fn14 block -2, MITF TRPM1 inh -9, aDG glyco act 0.2, CF NFkB inh -1, NR2E3 ag-1 -20, KKLEB tox -3, NR2E3 ag-2 3, Peg3 prom inh 15, Shn3 3UTR inh -1, HIF-2a block 7 and hiPSC survival 3.0.
`CCOC(=O)C1=C(C)N(C)C(=O)NC1c1ccc(C)s1` (centres undefined) gave TWEAK Fn14 block -5, MITF TRPM1 inh 2, aDG glyco act -0.2, CF NFkB inh 7, NR2E3 ag-1 8, KKLEB tox -21, NR2E3 ag-2 5, Peg3 prom inh 8, Shn3 3UTR inh -11, HIF-2a block 5 and hiPSC survival -0.6.
For O=c1cc(CSc2nnc(COc3ccccc3Cl)o2)nc2sccn12 the results were TWEAK Fn14 block -1, MITF TRPM1 inh -7, aDG glyco act -0.2, CF NFkB inh 6, NR2E3 ag-1 -39, KKLEB tox 16, NR2E3 ag-2 -1, Peg3 prom inh -8, Shn3 3UTR inh -14, HIF-2a block -21 and hiPSC survival 2.8.
CCOP(=O)(c1ccccc1)C(O)c1ccccc1 (centres undefined) was read as TWEAK Fn14 block -4, MITF TRPM1 inh -4, aDG glyco act -0.1, CF NFkB inh -7, NR2E3 ag-1 -26, KKLEB tox 11, NR2E3 ag-2 3, Peg3 prom inh 11, Shn3 3UTR inh -4, HIF-2a block 24 and hiPSC survival -0.5.
For Brc1cccc2sc(N3CCCC3)nc12 the results were TWEAK Fn14 block -27, MITF TRPM1 inh -32, aDG glyco act -0.1, CF NFkB inh -4, NR2E3 ag-1 -28, KKLEB tox 8, NR2E3 ag-2 -1, Peg3 prom inh -95, Shn3 3UTR inh -26, HIF-2a block -180 and hiPSC survival -0.5.
For COc1ccc(CN2CCN(C(=O)c3cc(OC)c(OC)c(OC)c3)CC2)cc1OC the results were TWEAK Fn14 block 2, MITF TRPM1 inh 8, aDG glyco act 0.2, CF NFkB inh 9, NR2E3 ag-1 6, KKLEB tox -16, NR2E3 ag-2 -2, Peg3 prom inh 6, Shn3 3UTR inh 13, HIF-2a block 8 and hiPSC survival 0.9.
Screening CC(=O)C(Sc1ncnc2sc3c(c12)CCCC3)C(C)=O returned TWEAK Fn14 block 12, MITF TRPM1 inh 10, aDG glyco act -0.2, CF NFkB inh 3, NR2E3 ag-1 -24, KKLEB tox -2, NR2E3 ag-2 2, Peg3 prom inh -13, Shn3 3UTR inh -3, HIF-2a block 5 and hiPSC survival 0.6.
`Cc1ccccc1NC(=S)NNC(=O)c1cccnc1` gave TWEAK Fn14 block -12, MITF TRPM1 inh 10, aDG glyco act -0.1, CF NFkB inh -6, NR2E3 ag-1 4, KKLEB tox 4, NR2E3 ag-2 0, Peg3 prom inh 8, Shn3 3UTR inh 6, HIF-2a block -8 and hiPSC survival -2.1.
`O=c1[nH][nH]c(-c2ccccc2)c1C=Nc1ccccc1` gave TWEAK Fn14 block 1, MITF TRPM1 inh -1, aDG glyco act -0.1, CF NFkB inh -9, NR2E3 ag-1 3, KKLEB tox -13, NR2E3 ag-2 -2, Peg3 prom inh 1, Shn3 3UTR inh -22, HIF-2a block 8 and hiPSC survival 0.5.
For COc1ccc2[nH]c(C)c(CCNc3ccc(C(F)(F)F)cc3[N+](=O)[O-])c2c1 the results were TWEAK Fn14 block 23, MITF TRPM1 inh 1, aDG glyco act 0.2, CF NFkB inh -2, NR2E3 ag-1 -3, KKLEB tox -4, NR2E3 ag-2 -3, Peg3 prom inh -1, Shn3 3UTR inh 3, HIF-2a block -6 and hiPSC survival -0.6.
`ClCC1NCC(c2ccccc2Cl)c2c1[nH]c1ccccc21` (centres undefined) gave TWEAK Fn14 block 21, MITF TRPM1 inh 9, aDG glyco act 0.4, CF NFkB inh -7, NR2E3 ag-1 -11, KKLEB tox -3, NR2E3 ag-2 -2, Peg3 prom inh 24, Shn3 3UTR inh 1, HIF-2a block 14 and hiPSC survival -2.2.
`CC(c1ccccc1)n1c(-c2ccc(C(C)(C)C)cc2)n[nH]c1=S` (centres undefined) gave TWEAK Fn14 block -18, MITF TRPM1 inh 16, aDG glyco act 0.0, CF NFkB inh -4, NR2E3 ag-1 0, KKLEB tox 0, NR2E3 ag-2 -1, Peg3 prom inh 8, Shn3 3UTR inh 7, HIF-2a block 18 and hiPSC survival -0.3.
Screening O=C(Nc1ccc(F)cc1)N1CCC(c2nc3c(nnn3Cc3cccc(Cl)c3)c(=O)[nH]2)CC1 returned TWEAK Fn14 block 1, MITF TRPM1 inh -1, aDG glyco act -0.4, CF NFkB inh -12, NR2E3 ag-1 0, KKLEB tox -17, NR2E3 ag-2 0, Peg3 prom inh 19, Shn3 3UTR inh -40, HIF-2a block 26 and hiPSC survival 1.6.
Screening O=C(CSc1nnnn1-c1cccc(F)c1)Nc1nc2ccccc2s1 returned TWEAK Fn14 block 14, MITF TRPM1 inh 2, aDG glyco act 0.0, CF NFkB inh 1, NR2E3 ag-1 -9, KKLEB tox -1, NR2E3 ag-2 1, Peg3 prom inh 3, Shn3 3UTR inh 3, HIF-2a block -3 and hiPSC survival 8.2.
`COc1ccc(N2CCN(c3oc(-c4ccccc4OC)nc3C#N)CC2)cc1` gave TWEAK Fn14 block -8, MITF TRPM1 inh 0, aDG glyco act 0.3, CF NFkB inh 1, NR2E3 ag-1 -12, KKLEB tox -8, NR2E3 ag-2 1, Peg3 prom inh 9, Shn3 3UTR inh -33, HIF-2a block -10 and hiPSC survival -1.7.
O=C(NCc1ccco1)C1CCC(N2C(=O)c3ccccc3C2=O)CC1 (centres undefined) was read as TWEAK Fn14 block 10, MITF TRPM1 inh 8, aDG glyco act -0.1, CF NFkB inh 14, NR2E3 ag-1 -13, KKLEB tox -3, NR2E3 ag-2 4, Peg3 prom inh -14, Shn3 3UTR inh 2, HIF-2a block -7 and hiPSC survival -1.1.
CCOC(=O)C(=CNc1ncccc1C)C(=O)OCC was read as TWEAK Fn14 block -6, MITF TRPM1 inh 10, aDG glyco act 0.0, CF NFkB inh -20, NR2E3 ag-1 -11, KKLEB tox 15, NR2E3 ag-2 2, Peg3 prom inh -9, Shn3 3UTR inh 7, HIF-2a block -10 and hiPSC survival 2.9.
Screening C=CCn1c(-c2cccc(S(=O)(=O)N(CC)CC)c2)n[nH]c1=S returned TWEAK Fn14 block 8, MITF TRPM1 inh -2, aDG glyco act -0.1, CF NFkB inh -3, NR2E3 ag-1 -34, KKLEB tox 23, NR2E3 ag-2 -1, Peg3 prom inh -9, Shn3 3UTR inh 1, HIF-2a block 16 and hiPSC survival 0.8.
O=C1CC(=O)N(c2ccccc2)N1c1ccccc1 was read as TWEAK Fn14 block 10, MITF TRPM1 inh 4, aDG glyco act 0.0, CF NFkB inh -16, NR2E3 ag-1 -5, KKLEB tox 13, NR2E3 ag-2 -2, Peg3 prom inh 7, Shn3 3UTR inh -7, HIF-2a block 7 and hiPSC survival 1.0.
`O=C(c1c(F)c(F)c(F)c(F)c1F)N1CCN(c2cccc(C(F)(F)F)c2)CC1` gave TWEAK Fn14 block -3, MITF TRPM1 inh 8, aDG glyco act 0.7, CF NFkB inh 3, NR2E3 ag-1 16, KKLEB tox -4, NR2E3 ag-2 1, Peg3 prom inh 11, Shn3 3UTR inh 25, HIF-2a block 20 and hiPSC survival -3.4.
Screening Cc1cc(=O)[nH]c(SCC(=O)c2ccc(F)c(C)c2)n1 returned TWEAK Fn14 block -24, MITF TRPM1 inh 13, aDG glyco act 0.0, CF NFkB inh -2, NR2E3 ag-1 -26, KKLEB tox -2, NR2E3 ag-2 5, Peg3 prom inh 4, Shn3 3UTR inh 9, HIF-2a block -7 and hiPSC survival -0.6.

A section of the results above, for reference:
`O=C(c1c(F)c(F)c(F)c(F)c1F)N1CCN(c2cccc(C(F)(F)F)c2)CC1` gave TWEAK Fn14 block -3, MITF TRPM1 inh 8, aDG glyco act 0.7, CF NFkB inh 3, NR2E3 ag-1 16, KKLEB tox -4, NR2E3 ag-2 1, Peg3 prom inh 11, Shn3 3UTR inh 25, HIF-2a block 20 and hiPSC survival -3.4.
Screening Cc1cc(=O)[nH]c(SCC(=O)c2ccc(F)c(C)c2)n1 returned TWEAK Fn14 block -24, MITF TRPM1 inh 13, aDG glyco act 0.0, CF NFkB inh -2, NR2E3 ag-1 -26, KKLEB tox -2, NR2E3 ag-2 5, Peg3 prom inh 4, Shn3 3UTR inh 9, HIF-2a block -7 and hiPSC survival -0.6.

Screening data: PubChem, several laboratories
